# D2 antag: antagonizes the human D2 dopamine receptor; AID 485344; inhibition, % at 10 µM; actives 2% (n = 340,000); HEK293 TREx D2 cells, calcium flux, dopamine EC80; P14416; in the data active means inhibition above about 30%; further: 0% is about no effect
# Target sequence (P14416 whole entry, looked up): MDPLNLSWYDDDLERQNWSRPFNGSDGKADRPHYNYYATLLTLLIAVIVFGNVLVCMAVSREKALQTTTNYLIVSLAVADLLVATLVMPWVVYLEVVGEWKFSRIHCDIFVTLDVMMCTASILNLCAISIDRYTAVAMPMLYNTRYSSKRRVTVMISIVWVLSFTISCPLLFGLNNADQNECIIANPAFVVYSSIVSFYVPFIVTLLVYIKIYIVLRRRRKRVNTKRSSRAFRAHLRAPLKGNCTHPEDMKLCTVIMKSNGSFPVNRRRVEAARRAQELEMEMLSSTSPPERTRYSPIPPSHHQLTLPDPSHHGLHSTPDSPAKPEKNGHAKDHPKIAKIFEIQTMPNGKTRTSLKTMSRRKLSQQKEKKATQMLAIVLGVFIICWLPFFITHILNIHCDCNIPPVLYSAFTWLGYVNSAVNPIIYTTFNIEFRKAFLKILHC
#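 Overnight-induced (tetracycline, 30 C) HEK293 T-REx cells carrying force-coupled D2 receive a no-wash calcium dye, then compound, then EC80 dopamine at 180 s; signals are read kinetically throughout.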
# TRHR enhancer: TRH receptor (human) allosteric enhancement; enhancement, % at 2 µM; actives 0.66% (n = 360,000); AID 493056; TRHR cells, fluo-8 calcium fluorescence, EC20 TRH enhancement; P34981; in the data active means enhancement above about 30%; further: 0% is about no effect
# Target sequence (P34981 whole entry, looked up): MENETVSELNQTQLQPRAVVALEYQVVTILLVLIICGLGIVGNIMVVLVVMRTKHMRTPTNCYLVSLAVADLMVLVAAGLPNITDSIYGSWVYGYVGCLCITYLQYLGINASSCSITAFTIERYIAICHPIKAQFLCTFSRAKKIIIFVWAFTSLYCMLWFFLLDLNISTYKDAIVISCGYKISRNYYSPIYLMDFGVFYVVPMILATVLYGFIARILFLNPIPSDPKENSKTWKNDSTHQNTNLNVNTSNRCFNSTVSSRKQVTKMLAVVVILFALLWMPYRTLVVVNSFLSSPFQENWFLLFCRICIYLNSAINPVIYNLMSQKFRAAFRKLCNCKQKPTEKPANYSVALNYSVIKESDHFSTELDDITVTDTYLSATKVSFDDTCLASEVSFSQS
#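 TRHR-expressing cells loaded with fluo-8 calcium dye were read kinetically (ex 480/em 530) during compound addition, then stimulated with an EC20 of TRH (10 nM final). Enhancement of the Gq-mediated intracellular calcium response was scored.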
# D1 PAM: enhances dopamine response at the human D1 receptor; P21728; HEK293 TREx D1 cells, calcium flux, dopamine EC20 potentiation; potentiation, % at 10 µM; actives 0.036% (n = 360,000); in the data active means potentiation above about 30%; further: 0% is about no effect
# TRHR agonist: TRH receptor (human) agonism. P34981. TRHR cells, calcium flux fluo-8, FDSS agonist mode. activation, % at 2 µM. actives 0.18% (n = 360,000). AID 493084; further: 0% is about no effect
#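 Agonist-mode FDSS calcium read (Ex 480/Em 530, 1 s cycles) in 1536-well TRHR cells with fluo-8 dye, after 10-cycle baseline and 23 nL compound addition; TRH at EC20 (10 nM final) added afterwards for the enhancer phase.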
# D1 antagonist: antagonists of human D1 dopamine receptor | actives 3.2% (n = 360,000) | HEK293 TREx D1 cells, calcium flux, dopamine EC80; stronger effect = lower value | activity change, negative = inhibition, % at 10 µM; in the data active means activity change below about -30%; further: on the % scale 0 is the no-effect control and ±100 the full control effect
#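 After overnight tetracycline induction at 30 C, force-coupled D1 HEK293 cells took up a no-wash calcium dye at room temperature. Compounds were added and monitored 180 s, and the response to EC80 dopamine was then recorded.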
# D2 agonist: agonists of human D2 dopamine receptor. HEK293 T-REx D2 cells, calcium flux agonist mode. activation, % at 2 µM. actives 0.53% (n = 340,000);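 active means activation over 3 SD above normal in the single-dose calcium agonist read, cut at about 30% in these data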; further: 0% is about no effect
#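 Agonism scored from kinetic calcium signal (1 read/sec, 180 s) following compound pin transfer, after a 10 s baseline. Cells: HEK293 Trex line expressing inducible D2 receptor coupled to calcium, dye-loaded after overnight culture at 30 C.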
# RXFP1 antagonist: RXFP1 (human) relaxin receptor antagonism; actives 0.59% (n = 350,000); activity change, negative = inhibition, % at 57.5 µM; HEK293-RXFP1, relaxin-stimulated cAMP HTRF, 30 min; stronger effect = lower value; Q9HBX9;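 active means activity change of -60% or lower, but not beyond a set lower limit; inconclusive means change between -60% and -40%, or beyond the set limit; inactive means change above -40%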; further: on the % scale 0 is the no-effect control and ±100 the full control effect
# D1 agonist: human D1 receptor agonism | P21728 | activation, % at 2 µM | HEK293 T-REx D1 cells, calcium flux, agonist mode | actives 1% (n = 360,000); further: 0% is about no effect
#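 Tetracycline-induced HEK293 TREx D1 cells, force-coupled to calcium signalling, were dye-loaded with a no-wash calcium kit. Compound was pin-added after a 10 s baseline. Fluorescence was read kinetically at 1 cycle/s for 180 s, with calcium rises flagged as agonism.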
# D2 potentiator: positive allosteric modulators of human D2 dopamine receptor; P14416; HEK293 T-REx D2, calcium flux, EC20 dopamine potentiation; potentiation, % at 10 µM; actives 0.34% (n = 340,000); AID 485347;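 active means potentiation over 3 SD above the plate norm, cut at about 30% in these data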; further: 0% is about no effect
#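 Tetracycline-induced HEK293 T-REx cells force-coupled to calcium signalling expressed D2; compounds were pin-added after a 10 s baseline, read kinetically 180 s, then an EC20 dopamine challenge followed with a further 180 s calcium read.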
# * = called active by the depositor; ? = inconclusive; . = not tested or not shown. Unless noted, no stated cut-off is given here; in the data, active means activation above about 30%; inactive means the rest.
1: CC(=O)N1CCN(C(=O)c2cc(S(=O)(=O)Nc3ccc(S(C)(=O)=O)cc3)ccc2Cl)CC1
2: CCC(=O)c1ccc(OCC(O)Cn2nc(C)c(Br)c2C)cc1 (configuration not stated)
3: COc1ccc(-c2ccc(CCC(=O)O)n2-c2ccc(O)cc2)cc1
4: Cc1ccc(Cl)cc1NC(=O)CSC1=Nc2ccccc2C2=NC(Cc3ccccc3)C(=O)N12 (configuration not stated)
5: Cc1cc(NC(=O)c2noc3c2CCCCC3)nn1Cc1ccc(Cl)cc1
6: COc1cccc(NC(=O)CCCn2nc(C)c3c(C)n(-c4ccccc4)nc3c2=O)c1
7: COc1ccccc1OC(C)C(=O)N1CCC(c2nc3ccccc3s2)CC1 (configuration not stated)
8: COc1ccc(-c2cc(C(=O)Nc3cccnc3Cl)no2)cc1

entry no.	1	2	3	4	5	6	7	8
D2 antag	.	-2	16	.	-17	22	.	18
TRHR enhancer	1	-3	-1	-4	0	-11	2	4
D1 PAM	-1	-5	-3	1	8	-8	1	-6
TRHR agonist	-1.0	0.0	0.0	0.6	0.1	0.1	-0.9	-0.1
D1 antagonist	11	-4	9	3	17	-5	5	-4
D2 agonist	.	-0.9	0.1	0.6	0.2	-0.6	-2.0	0.9
RXFP1 antagonist	3	2	9	1	17	-20	-9	-11
D1 agonist	2	2	2	5	1	-1	3	2
D2 potentiator	.	0	8	-4	17	-6	20	-7

9: O=C(CC12CC3CC(CC(Br)(C3)C1)C2)NC1=NCCS1
10: CCOC(=O)c1nn(-c2ccccc2)c(=O)cc1OCC(=O)Nc1cc(C)ccc1C
11: CCN(CC)S(=O)(=O)c1cccc(NC(=O)COC(=O)CCC(=O)c2ccc(F)cc2)c1
12: Oc1ccc2ccccc2c1N=Nc1nccs1
13: O=C(CSc1nnc(-c2ccc3c(c2)OCO3)n1-c1ccccc1)c1ccc(Cl)cc1
14: Cc1[nH]c2ccccc2c1/C=C/c1nc2ccccc2c(=O)[nH]1
15: CC1CN(c2c3c(nc4ncnn24)CCCC3)CC(C)O1 (configuration not stated)
16: CC(=O)OC(C(=O)N1CCOCC1)c1c(F)cccc1F (configuration not stated)

entry no.	9	10	11	12	13	14	15	16
D2 antag	6	.	0	21	-9	-14	-2	2
TRHR enhancer	1	8	7	-2	7	8	-9	-4
D1 PAM	-2	-8	-5	0	-3	-9	-2	-3
TRHR agonist	0.1	-1.2	0.4	-0.5	0.7	0.1	0.6	1.6
D1 antagonist	11	-5	-22	-12	-27	-1	-5	7
D2 agonist	0.7	.	0.0	-1.6	0.0	-0.3	0.7	0.0
RXFP1 antagonist	-15	-1	3	-1	.	-6	-2	-2
D1 agonist	1	1	9	2	5	0	2	1
D2 potentiator	3	.	5	-9	-18	1	32*	4

17: CCOC(=O)c1cnn(-c2nc(OC)cc(OC)n2)c1C(F)(F)F
18: CCOC(=O)C1=C(C)NC(=O)NC1c1ccc(OCC(=O)N2CCCCC2)cc1 (configuration not stated)
19: O=C(NS(=O)(=O)c1ccc(Cl)s1)c1ccccc1
20: COc1ccccc1-c1nn(Cc2ccccc2)cc1/C=C/C(=O)O
21: CCOC(=O)c1ccc(N2CCN(c3cc(C)ccc3C)CC2)c(NC(=O)Nc2ccc(Cl)cc2)c1
22: COc1ccc(-c2cc(C(=O)N3CC4(C)CC3CC(C)(C)C4)no2)cc1 (configuration not stated)
23: O=C1NC(=O)C2(COC(c3ccncc3)OC2)S1 (configuration not stated)
24: CCc1ccc(NC(=O)CSc2nc(-c3ccccc3Cl)nc3c2Cc2c(CO)cnc(C)c2O3)cc1

entry no.	17	18	19	20	21	22	23	24
D2 antag	-5	-2	-5	14	.	-29	5	.
TRHR enhancer	2	-1	-1	9	1	2	6	10
D1 PAM	4	-5	1	-1	0	-7	-5	-4
TRHR agonist	-0.3	-0.6	0.1	0.2	-0.2	0.7	-1.2	0.7
D1 antagonist	-9	1	-3	-8	-3	-33*	1	-11
D2 agonist	0.0	0.1	0.9	0.3	0.0	0.1	-0.1	0.7
RXFP1 antagonist	-10	-12	11	15	-29	-3	-3	-22
D1 agonist	2	0	3	1	-3	1	3	0
D2 potentiator	23	0	9	-4	7	-3	7	3

25: COc1ccccc1NS(=O)(=O)c1cccc(NC(=O)Nc2cccc(Cl)c2)c1
26: N#CCCN/N=C(/Cc1nc2ccccc2[nH]1)c1ccc(Cl)cc1
27: O=C(O)c1ccc2c(=O)n(-c3ccc(F)c(Cl)c3)c(=S)[nH]c2c1
28: CSc1cccc(NC(=S)N(C(C)C)C(C)c2ccccn2)c1 (configuration not stated)
29: COc1ccc(-c2nsc(NC(=O)C(C)Oc3ccc(Cl)c(C)c3)n2)cc1 (configuration not stated)
30: O=C(Cc1cccs1)NCCCc1ccccc1
31: CCOC(=O)N[C@H](Cc1c[nH]c2ccccc12)C(=O)Nc1cccc(Cl)c1
32: O=C(CN(Cc1ccco1)C(=O)CNS(=O)(=O)c1ccccc1)NCc1ccc(F)cc1

entry no.	25	26	27	28	29	30	31	32
D2 antag	15	-8	13	15	.	69*	.	9
TRHR enhancer	-6	11	1	0	-3	5	2	0
D1 PAM	-13	0	4	-4	-2	-3	-3	-1
TRHR agonist	2.3	-0.1	0.1	0.3	3.7	0.3	-0.9	-0.1
D1 antagonist	-39*	6	6	10	-17	-4	-41*	0
D2 agonist	0.9	-0.5	0.6	-0.4	2.1	-0.5	-2.2	-0.6
RXFP1 antagonist	?	.	11	2	?	13	-27	1
D1 agonist	12	2	1	8	9	1	8	3
D2 potentiator	-10	15	-1	0	-1	-12	10	-6

33: Cc1ccc(CSc2nnc(-c3cccnc3)o2)cc1
34: CC1CC(C)CN(C(=O)c2ccc(S(=O)(=O)N3CCCC3)cc2)C1 (configuration not stated)
35: Cc1nn(-c2ccccc2)c2sc(C(=O)OCN3C(=O)c4ccccc4C3=O)cc12
36: Clc1ccc(-n2nnc(-c3nccs3)n2)cc1Cl
37: COc1ccc(NC(=O)c2ccc3ccccc3n2)cc1S(=O)(=O)N1CCCCC1
38: NC(=O)CC(NC(=O)OCc1ccccc1)C(=O)O (configuration not stated)
39: O=C(C1CCCCN1S(=O)(=O)c1ccccc1[N+](=O)[O-])N1CCCC1 (configuration not stated)
40: Cc1ccccc1CC1SC(N=C(N)N)=NC1=O (configuration not stated)

entry no.	33	34	35	36	37	38	39	40
D2 antag	-4	2	10	5	.	-15	.	9
TRHR enhancer	1	-4	1	1	-6	9	-6	27
D1 PAM	-4	-5	-3	-1	-7	-4	0	3
TRHR agonist	-0.4	-0.9	0.3	0.1	-0.1	-0.5	-0.3	0.7
D1 antagonist	-6	0	6	-10	9	3	5	-10
D2 agonist	0.3	-0.4	-0.3	0.3	.	-0.4	.	-1.3
RXFP1 antagonist	-9	-3	.	.	-1	1	-1	3
D1 agonist	1	3	1	-1	1	2	-3	2
D2 potentiator	1	-1	-4	0	.	5	.	-1

41: COc1cc(NC(=O)c2cn(C3CCCC3)c(=O)c3c2c2ccccc2n3C)cc(OC)c1OC
42: Cc1cc(S(=O)(=O)N2CCOCC2)ccc1OCC(=O)NCc1ccccn1
43: Cc1ccc(NC(=O)N2CC3CCCN3c3ccccc32)cc1C (configuration not stated)
44: CCC(C)OC(=O)C1C(c2ccccc2)C(C(=O)O)C1c1ccccc1 (configuration not stated)

entry no.	41	42	43	44
D2 antag	.	-24	.	9
TRHR enhancer	-3	-4	0	5
D1 PAM	1	-6	2	-1
TRHR agonist	-1.1	-0.4	1.2	0.2
D1 antagonist	-13	14	41	.
D2 agonist	-0.1	0.8	-1.0	-0.2
RXFP1 antagonist	-13	-2	-37	5
D1 agonist	0	0	24	0
D2 potentiator	.	7	-6	4

# Structures from the list above with an aryl methoxy group (eleven):
3: COc1ccc(-c2ccc(CCC(=O)O)n2-c2ccc(O)cc2)cc1
6: COc1cccc(NC(=O)CCCn2nc(C)c3c(C)n(-c4ccccc4)nc3c2=O)c1
7: COc1ccccc1OC(C)C(=O)N1CCC(c2nc3ccccc3s2)CC1 (configuration not stated)
8: COc1ccc(-c2cc(C(=O)Nc3cccnc3Cl)no2)cc1
17: CCOC(=O)c1cnn(-c2nc(OC)cc(OC)n2)c1C(F)(F)F
20: COc1ccccc1-c1nn(Cc2ccccc2)cc1/C=C/C(=O)O
22: COc1ccc(-c2cc(C(=O)N3CC4(C)CC3CC(C)(C)C4)no2)cc1 (configuration not stated)
25: COc1ccccc1NS(=O)(=O)c1cccc(NC(=O)Nc2cccc(Cl)c2)c1
29: COc1ccc(-c2nsc(NC(=O)C(C)Oc3ccc(Cl)c(C)c3)n2)cc1 (configuration not stated)
37: COc1ccc(NC(=O)c2ccc3ccccc3n2)cc1S(=O)(=O)N1CCCCC1

entry no.	3	6	7	8	17	20	22	25	29	37
D2 antag	16	22	.	18	-5	14	-29	15	.	.
TRHR enhancer	-1	-11	2	4	2	9	2	-6	-3	-6
D1 PAM	-3	-8	1	-6	4	-1	-7	-13	-2	-7
TRHR agonist	0.0	0.1	-0.9	-0.1	-0.3	0.2	0.7	2.3	3.7	-0.1
D1 antagonist	9	-5	5	-4	-9	-8	-33*	-39*	-17	9
D2 agonist	0.1	-0.6	-2.0	0.9	0.0	0.3	0.1	0.9	2.1	.
RXFP1 antagonist	9	-20	-9	-11	-10	15	-3	?	?	-1
D1 agonist	2	-1	3	2	2	1	1	12	9	1
D2 potentiator	8	-6	20	-7	23	-4	-3	-10	-1	.

41: COc1cc(NC(=O)c2cn(C3CCCC3)c(=O)c3c2c2ccccc2n3C)cc(OC)c1OC

entry no.	41
D2 antag	.
TRHR enhancer	-3
D1 PAM	1
TRHR agonist	-1.1
D1 antagonist	-13
D2 agonist	-0.1
RXFP1 antagonist	-13
D1 agonist	0
D2 potentiator	.

# Source: PubChem BioAssay
